# High-throughput results as filed in PubChem BioAssay.
# Eya2 phos inh = qHTS Assay for Inhibitors of the Phosphatase Activity of Eya2; recombinant Eya2, OMFP fluorescence dephosphorylation (OMFP is methylfluorescein phosphate); 330,000 tested, 0.006% active; Potency, µM (series often up to 76.9 µM), without a hit: at the top dose activity, negative = inhibition, usual class: inhibitors; Protein phosphatase EYA2 (Homo sapiens), O00167; further: potency means the concentration at half of the fitted maximal effect; on the % scale 0 is the no-effect control and ±100 the full control effect
#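 Eya2 protein (added as 0.2 uM solution) was preincubated with compound for 10 min at ambient temperature in 50 mM HEPES pH 7.5, 50 mM NaCl, 5 uM MgCl2, 0.05% BSA, 1 mM DTT. OMFP (added at 50 uM) then reacted 10 min; fluorescence read at 485/525 nm.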
# TRPV1 ag = HTS Assay for Compounds that Act as Agonists of the Vanilloid Receptor 1; Transient receptor potential cation channel subfamily V member 1 (Homo sapiens), Q8NER1; TRPV1-expressing cells, Fluo-8 calcium influx, agonist mode; activation, % at 8.33 µM; 320,000 tested, 0.19% active; in the data active means activation above about 80%; inconclusive means between about 30% and that limit; further: 0% is about no effect
# Target sequence (Q8NER1 whole entry, looked up): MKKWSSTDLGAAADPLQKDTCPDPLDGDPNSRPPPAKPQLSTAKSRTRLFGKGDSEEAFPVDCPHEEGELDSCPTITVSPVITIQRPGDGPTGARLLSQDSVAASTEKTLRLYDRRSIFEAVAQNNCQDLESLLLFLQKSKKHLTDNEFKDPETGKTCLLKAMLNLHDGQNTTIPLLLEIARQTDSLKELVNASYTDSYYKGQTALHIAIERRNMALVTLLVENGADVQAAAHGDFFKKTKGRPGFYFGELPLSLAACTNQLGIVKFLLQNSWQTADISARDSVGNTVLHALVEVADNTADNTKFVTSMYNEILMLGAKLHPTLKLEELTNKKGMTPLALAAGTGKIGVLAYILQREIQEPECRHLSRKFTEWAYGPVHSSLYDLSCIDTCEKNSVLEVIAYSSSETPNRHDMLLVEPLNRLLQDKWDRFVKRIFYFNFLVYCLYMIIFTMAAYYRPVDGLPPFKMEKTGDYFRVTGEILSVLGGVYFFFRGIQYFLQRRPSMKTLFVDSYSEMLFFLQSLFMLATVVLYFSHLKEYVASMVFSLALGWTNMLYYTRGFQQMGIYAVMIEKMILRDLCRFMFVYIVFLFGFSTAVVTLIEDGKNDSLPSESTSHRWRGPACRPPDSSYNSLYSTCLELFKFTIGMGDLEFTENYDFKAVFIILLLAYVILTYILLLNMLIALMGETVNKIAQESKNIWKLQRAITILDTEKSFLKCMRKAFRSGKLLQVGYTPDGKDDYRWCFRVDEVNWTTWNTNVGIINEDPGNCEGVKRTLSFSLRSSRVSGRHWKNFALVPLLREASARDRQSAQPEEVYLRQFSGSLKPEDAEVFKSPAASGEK
#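 Cells expressing TRPV1 were dye-loaded with Fluo-8 and read kinetically: 10 s baseline, 3 min after compound (agonist portion), then 2 min after EC20 capsaicin (allosteric enhancer portion). Calcium-bound dye fluorescence at 480/520 nm.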
# TCR act = Activators of T cell receptors: qHTS campaign; 330,000 tested, under 10 active; AID 504894, 2011; primary human leukocytes, anti-CD3, IL-2 HTRF, 48 h; Potency, µM (series often up to 9.22 µM), for inactives: at the top dose activation of IL-2 secretion, most hits filed as activators; further: % of control where 0% means no effect
#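 Activity was scored as IL-2 release from primary human leukocytes given only a TCR signal (a-CD3 beads) plus compound for 48 hr. Detection used a two-antibody HTRF format read at 665nm.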
# KCNH2 3.1 block = qHTS for Inhibitors of KCHN2 3.1: Mutant qHTS | Potassium voltage-gated channel subfamily H member 2, brain isoform KCNH2 3.1 (human) | activity change, % (tested at about 1.8 µM) | 340,000 tested, 0.95% active | U2OS KCNH2 3.1, thallium flux FluxOr; stronger effect = lower value | AID 720553, 2013;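 active means maximum activity change below -70%; inconclusive means maximum activity change from -70% to -50%; inactive means maximum activity change above -50%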;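 further: thallium influx rate constant from kinetic fluorescence after stimulation buffer; on the % scale 0 is the no-effect control and ±100 the full control effect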
#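 Steps: virus added to U2OS suspension (4 h, RT, dark); medium with 10% FBS added, cells plated, 37 C overnight; FluxOr/Red40 loading buffer 45 min RT; stimulation buffer, 2 min kinetic read; rate constant normalized.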
# Mito fusion yeast = qHTS Assay for Small Molecule Inhibitors of Mitochondrial Division or Activators of Mitochondrial Fusion. Potency, µM (titrated, usually from 46.1 µM), for inactives: at the highest dose growth rescue (activation), hits mostly activators. S. cerevisiae fusion-defective mutant growth rescue, CellTiterGlo 48 h. AID 485298, 2010. 320,000 tested, 0.23% active;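 further: potency means the concentration at half of the fitted maximal effect; % of control where 0% means no effect; nearly all actives have a fitted effect of over 45% in size; temperature-sensitive fusion mutants such as fzo1-1 at 37 °C on non-fermentable ethanol glycerol medium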
#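 Temperature-sensitive fusion-defective S. cerevisiae (e.g. fzo1-1, mgm1-5) were grown with compound in YPEG medium (3% ethanol, 3% glycerol) for 48 hours at 37C. Growth rescue was measured as viability by CellTiterGlo luminescence after 10 minutes at ambient.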
# ELG1 repair inh = qHTS screen for small molecules that inhibit ELG1-dependent DNA repair in human embryonic kidney (HEK293T) cells expressing luciferase-tagged ELG1; HEK293T ELG1-luciferase reporter, luminescence, 16 h; DNA damage induced by 5-fluorouridine; Potency, µM (highest dose often 46.1 µM), inactives show top-dose activity change, negative = inhibition, usual class: inhibitors; 330,000 tested, 2.3% active; further: potency means the concentration at half of the fitted maximal effect; on the % scale 0 is the no-effect control and ±100 the full control effect; nearly all actives have a fitted effect of over 55% in size
#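 Reporter activity after DNA damage by 5-fluorouridine is monitored. Compound-treated cells incubate 16 hr at 37 °C, then ONE-Glo is added for 30 min before luminescence reading.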
# KCNH2 WT inh = qHTS for Inhibitors of KCHN2 3.1: Wildtype qHTS. U2OS, BacMam KCNH2, thallium flux FluxOr; stronger effect = lower value. activity change, % at 1.84 µM. 340,000 tested, 0.37% active. AID 720551, 2013;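 active means maximum activity change below -70%; inconclusive means maximum activity change between -70% and -50%; inactive means maximum activity change above -50%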; further: on the % scale 0 is the no-effect control and ±100 the full control effect
#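 U2OS cells transduced with wild-type KCNH2 virus are loaded with FluxOr dye for 45 min, and thallium flux is measured in kinetic reads before and after stimulation buffer. Rate constants are normalized to DMSO controls.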
# TSHR antagonist = Antagonists of the Thyroid Stimulating Hormone Receptor: HTS campaign. Thyrotropin receptor (Homo sapiens), P16473. AID 504810, 2011. TSHR-expressing cells, TSH-stimulated cAMP HTRF, 2 h; stronger effect = lower value. activity change, negative = inhibition, % at 11.5 µM. 330,000 tested, 0.2% active;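 active means activity change below a set negative limit, meaning inhibition stronger than a set level, cut at about -70% in these data; inconclusive means activity change between two set negative limits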; further: on the % scale 0 is the no-effect control and ±100 the full control effect
#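 Cell-based HTRF cAMP assay; TSHR cells + compound, TSH EC80 (4nM final), 2 h, 37 deg C. Lysis with anti-cAMP cryptate and cAMP-d2, 30 min RT, read 665/620 nm.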
# AT treatment = qHTS Assay for Identifying a Potential Treatment of Ataxia-Telangiectasia; […] A-T fibroblasts, KAP-1 phosphorylation AlphaLISA; neocarzinostatin DNA damage 30 min before lysis; Potency, µM (top dose mostly 57.5 µM), without a hit: top-dose activation, most hits filed as activators; 320,000 tested, 0.19% active; AID 485349, 2010; further: potency means the concentration at half of the fitted maximal effect; % of control where 0% means no effect; nearly all actives have a fitted effect of over 45% in size
#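 hTERT-immortalized A-T patient fibroblasts ([…]), 500 cells/well in OPTI-MEM, 1% FBS, got compounds for 60 min, then NCS for 30 min at 37C. Lysates were then assayed for phospho-KAP-1 by AlphaLISA (anti-pKAP1 donor, anti-KAP1 acceptor beads), 6 hr at 25C.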
# USP2a block = qHTS Assay for Inhibitors of Ubiquitin-specific Protease USP2a Using CHOP2 as the Reporter; USP2 core, Ub-CHOP2 coupled fluorogenic reporter, 485/531; Potency, µM (highest dose often 38.3 µM), without a hit: top-dose activity change, negative = inhibition, actives largely listed as inhibitors; 330,000 tested, 0.01% active; AID 463254, 2010;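 further: potency means the concentration at half of the fitted maximal effect; plate controls were DMSO wells for no effect and full inhibition by NEM control for full effect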
#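 USP2 core (10nM final) preincubated 30min RT with compound in 20mM Tris-HCl pH 8.0, 2mM CaCl2, 2mM beta-mercaptoethanol, 0.05% CHAPS; 25nM Ub-CHOP2 plus 25nM reporter substrate added, fluorescence (Ex485/Em531) read after 60min.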
# * marks the source's active call; other numbers are inactive results; i = inactive; ? = inconclusive; . = not tested or not shown; [ ] = remark or other dose. Unless noted, the call rests on the fitted dose curve; in most records, active means well fitted curve in the direction sought with a large enough effect; inconclusive means small, poorly fitted or top-dose-only effect, or another doubt; inactive means no such curve, though single readings can be large; an effect the other way counts as inactive or inconclusive. A portion of the library, so the mix of outcomes need not match the whole.
# Start of the data: the first 4 records, ahead of the listing:
SMILES,Eya2 phos inh,TRPV1 ag,TCR act,KCNH2 3.1 block,Mito fusion yeast,ELG1 repair inh,KCNH2 WT inh,TSHR antagonist,AT treatment,USP2a block
COc1ccc(OC)c(S(=O)(=O)N2CCC(C(=O)NCc3ccncc3)CC2)c1,-19%,-2,4%,1,-6%,10%,7,2,-2%,3%
CN1C(=S)SC(/[N+]([O-])=C/c2c(F)cccc2Cl)C1(C)C (stereo not drawn),4%,0,-5%,5,2%,-6%,4,1,5%,4%
Cc1ccc(CN2CCN(/N=C/c3ccc(Cl)c([N+](=O)[O-])c3)CC2)cc1,14%,-2,2%,-28,-3%,-15%,20,-24,-5%,7%
COc1ccccc1C(=O)C1CCCN(Cc2cccc3nccnc23)C1 (stereo not drawn),-2%,1,-5%,-6,-1%,14%,0,-1,-2%,-2%

# All compounds of this part, repeating the preview:
SMILES,Eya2 phos inh,TRPV1 ag,TCR act,KCNH2 3.1 block,Mito fusion yeast,ELG1 repair inh,KCNH2 WT inh,TSHR antagonist,AT treatment,USP2a block
COc1ccc(OC)c(S(=O)(=O)N2CCC(C(=O)NCc3ccncc3)CC2)c1,-19%,-2,4%,1,-6%,10%,7,2,-2%,3%
CN1C(=S)SC(/[N+]([O-])=C/c2c(F)cccc2Cl)C1(C)C (stereo not drawn),4%,0,-5%,5,2%,-6%,4,1,5%,4%
Cc1ccc(CN2CCN(/N=C/c3ccc(Cl)c([N+](=O)[O-])c3)CC2)cc1,14%,-2,2%,-28,-3%,-15%,20,-24,-5%,7%
COc1ccccc1C(=O)C1CCCN(Cc2cccc3nccnc23)C1 (stereo not drawn),-2%,1,-5%,-6,-1%,14%,0,-1,-2%,-2%
CC(C)CNC(=O)Nc1ccc(F)c(Cl)c1,3%,?,-4%,3,6%,12%,10,1,-1%,0%
Cc1ccc(-c2csc(NNC(=O)c3ccccc3)n2)cc1,-1%,6,16%[46.1 µM],3,-8%,?,4,-5,-7%,4%
COc1ccc(S(=O)(=O)NCCc2c[nH]c3ccccc23)cc1OC,6%,-9,-3%,19,1%,11%,0,1,9%,3%
COc1ccc(OC)c(CN2CCC(CNC(=O)Nc3cccc(Cl)c3)CC2)c1,-4%,3,2%,3,-9%,-25%,36,24,-4%,-4%
Cc1[nH]nc(Nc2ccc(Br)cc2)c1[N+](=O)[O-],-10%,-4,6%,-16,-6%,?,-8,-3,-8%,1%
Cc1c(C#N)c(NC(=O)CCl)n(Cc2cccs2)c1C,4%,3,9%,-3,4%,?,-4,-7,4%,13%
COc1cccc(CNC(=O)CCCn2nc(C)n3c(cc4sccc43)c2=O)c1,5%,21,3%,10,2%,-4%,-21,-6,-2%,0%
Cc1oc(-c2ccc(C(F)(F)F)cc2)nc1CN(Cc1ccccn1)C[C@@H]1CCC(=O)N1,-15%,1,0%,-20,-4%,4%,20,-23,0%,0%
CCc1nnc(NC(=O)c2ccc(S(=O)(=O)N(CC)CC)cc2)s1,0%,0,-1%[46.1 µM],-5,-9%,1%,4,-4,0%,-1%
CN(CC(=O)Nc1c(Cl)cccc1Cl)C(=O)CCC1CCCC1,-4%,16,-1%,-10,3%,?,5,-22,-20%,6%
O=C(Cc1ccccc1)NC(Nc1ccccc1)C(Cl)(Cl)Cl (stereo not drawn),6%,21,3%,-7,12%,-2%,3,9,5%,-1%
Clc1ccc(-c2cnnc(-c3ccccn3)n2)cc1,17%,.,3%,-8,.,?,-23,15,8%,0%
Cc1cccc(C(=O)NC(=S)NNC(=O)c2ccccc2Cl)c1,8%,21,-1%[46.1 µM],24,-12%,0%,-7,6,-19%,3%
O=[N+]([O-])c1cccc(CSc2nc3ccccc3[nH]2)c1,-6%,14,6%,5,22%,?,2,2,7%,2%
N=C1c2c(cc(=O)n3c2[nH]c2ccccc23)CN1CCN1CCOCC1,11%,1,1%,5,-8%,11%,22,-2,8%,2%
Cc1nc2cc(NC(=O)NCc3ccc4c(c3)OCO4)ccc2o1,6%,1,0%,-3,-3%,-2%,-6,-1,8%,1%

# Entries of single compounds, quoted from the list. Screens in order: Eya2 phos inh | TRPV1 ag | TCR act | KCNH2 3.1 block | Mito fusion yeast | ELG1 repair inh | KCNH2 WT inh | TSHR antagonist | AT treatment | USP2a block
# Record of `Cc1cccc(C(=O)NC(=S)NNC(=O)c2ccccc2Cl)c1` → 8% | 21 | -1%[46.1 µM] | 24 | -12% | 0% | -7 | 6 | -19% | 3%
# Record of `CC(C)CNC(=O)Nc1ccc(F)c(Cl)c1` → 3% | ? | -4% | 3 | 6% | 12% | 10 | 1 | -1% | 0%

# Following part.
SMILES,Eya2 phos inh,TRPV1 ag,TCR act,KCNH2 3.1 block,Mito fusion yeast,ELG1 repair inh,KCNH2 WT inh,TSHR antagonist,AT treatment,USP2a block
CN(C)c1ccc(P(=O)(Nc2cccc(C(F)(F)F)c2)N2CCOCC2)c(NC(=O)c2cccs2)c1 (stereo not drawn),2%,24,5%[46.1 µM],.,7%,?,1,82,2%,7%
Cc1ccc(S(=O)(=O)/N=C2/NC(=O)/C(=C/c3cc([N+](=O)[O-])ccc3O)S2)cc1,18%,0,-10%,-6,8%,0%,-11,.,4%,-2%
CCCCC1(C(=O)OCC)NC(c2ccc(O)cc2)C2C(=O)N(c3ccccc3)C(=O)C21 (stereo not drawn),-2%,0,-4%,3,1%,-6%,13,12,-9%,4%
O=C(CCNC(=O)c1ccccc1Cl)NCCC1=CCCCC1,14%,4,-2%,-15,-4%,19%,4,-1,4%,2%
O=c1[nH]cnc2c1C(c1ccccc1)c1c(nc[nH]c1=O)O2,?,-2,3%,31,-4%,17%,-3,-7,-1%,-1%
Cc1ccc(SCCC(=O)Nc2c(C)n(C)n(-c3ccccc3)c2=O)cc1,7%,-3,8%,-3,-1%,-8%,-14,-5,4%,-8%
CC(C)(C)[C@H]1CCC(=O)N([C@H](CSc2ccccc2)Cc2ccccc2)CC1,-2%,?,-12%,-5,-9%,-16%,-4,-4,16%,1%
COc1ccc(CN2CN(C3CCCC3)CSC2=S)cc1,-10%,16,0%,-9,1%,-1%,-2,-3,0%,-4%
CCOC(=O)c1c(C)[nH]c(C)c1C(=O)COC(=O)c1cc(OC)cc(OC)c1,-17%,-3,6%,12,15%,?,-6,3,-6%,1%
O=C(Cn1c(=O)[nH]c2ccsc2c1=O)NC1CCCCCC1,-23%,1,4%[46.1 µM],-18,-1%,11%,1,1,3%,4%
CCCOc1ccc(OCCOCCN2CCc3ccccc3C2)cc1,-2%,-1,-3%,?,2%,-7%,26,9,20%,3%
CS(=O)(=O)c1ccccc1-c1nnc(NC(=O)CCS(=O)(=O)c2ccc(Cl)cc2)o1,-11%,2,-6%,1,1%,?,-17,-3,-6%,0%
C=CCNC(=S)/C(=C(\[O-])c1ccc(Cl)cc1)[n+]1ccccc1,-14%,-5,-109%,-5,-5%,-4%,-1,31,4%,3%
CNC(=O)CN(C)S(=O)(=O)c1ccc(OC)c(Cl)c1,-23%,-1,-18%,-1,-7%,12%,-5,-2,9%,3%
Cc1ccc(C)c(OCC(=O)NC(Cc2c[nH]c3ccccc23)C(=O)O)c1 (stereo not drawn),13%,0,-3%,14,-6%,3%,i,1,2%,-4%
Cc1ccc(C(=O)NCc2ccco2)cc1S(=O)(=O)Nc1cccc(Cl)c1,-19%,-7,-3%,-17,0%,-3%,2,19,3%,2%
COCc1cc(NCc2ccc(Cl)cc2)nc(C)n1,9%,-10,3%,1,26%,8%,.,6,-6%,2%
CN(CCC#N)C(=O)COC(=O)c1ccc2c(c1)C(=O)N(C1CCCCC1)C2=O,-6%,2,-1%,5,0%,?,-6,26,-4%,0%
COc1ccccc1NC(=O)c1ccc(C(=O)c2ccccc2)o1,0%,20,4%,-24,-3%,-13%,1,-9,2%,-1%
COc1ccc(C#Cc2ccc3c(=O)c4ccccc4n(C)c3c2)cc1,8%,2,-4%,10,-1%,12%,-38,26,24%,1%
CCOC(=O)[C@H]1[C@H]2COc3ccc(OC)cc3[C@@H]2N2C(=O)CN(Cc3ccc(F)cc3)C(=O)[C@@]12C,6%,0,-2%,.,-3%,2%,.,3,17%,1%
